# IDE cell activ – human IDE activators in live cells, primary screen, fluorescence polarization, HEK cells, FAbeta-B substrate; FAbeta-B cleavage; 0% vehicle, 100% cell-free pure enzyme wells; activation, % at 5.96 µM; 0.073% of 340,000 active; AID 493087, 2011;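 active = activation above the mean of all tested compounds plus 3 SD, set per screening campaign, cut at about 17% in these data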
# NS3 helicase inh – inhibitors of HCV NS3 helicase, primary screen, biochemical, Cy5 molecular beacon fluorescence. inhibition, % at 10.9 µM. 0.56% of 290,000 active. AID 1800, 2009. NS3 helicase DNA unwinding. Hepatitis C virus NS3 helicase;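 active = inhibition above the mean of all tested compounds plus 3 SD, set per campaign, cut at about 35% in these data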;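 also: 0% = DMSO wells and 100% = thioflavine S control wells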
#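 Control set: DMSO versus 110 µM thioflavine S; Material: NS3 helicase fragment of HCV; Measured by: Cy5 fluorescence at 0 and 60 min, beacon hairpin quenching; Read-out basis: percent inhibition from t60/t0 fluorescence ratio; Times: reaction time 60 min, 25 °C; Repeats: single replicate; Compound dosing: single dose, 10.9 µM nominal final, DMSO 0.8% final.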
# UBC9 SUMO inh – inhibitors of in vitro SUMOylation cascade, primary screen, biochemical, HTRF, uHTS. 0.36% of 290,000 active. inhibition, % at 35 µM. AID 2006, 2009. HTRF SUMOylation assay, SAE1/SAE2 + UBC9; in the data active = inhibition above about 50%, passing the limit was not always enough; also: strong numbers were not always called active
# Target sequence (P63279 whole entry, looked up): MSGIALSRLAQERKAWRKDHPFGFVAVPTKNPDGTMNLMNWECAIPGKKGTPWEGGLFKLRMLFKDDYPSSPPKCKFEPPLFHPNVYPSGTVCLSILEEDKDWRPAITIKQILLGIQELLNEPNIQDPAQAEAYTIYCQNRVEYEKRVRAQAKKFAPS
# IMP-1 inhibitor – IMP-1 metallo-beta-lactamase inhibitors, primary screen, biochemical, epi-absorbance readout, Pseudomonas aeruginosa enzyme; metallo-beta-lactamase IMP-1 (Pseudomonas aeruginosa); purified IMP-1, nitrocefin hydrolysis, epi-absorbance fluorescence; inhibition, % at 5.6 µM; 0.45% of 290,000 active; AID 1556, 2009;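 active = inhibition above the mean plus 3 SD of all compounds in the same screening run, cut at about 4.5% in these data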;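 also: 0% = IMP-1 with DMSO and 100% = DMSO wells lacking enzyme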
#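 Test system: recombinant IMP-1 enzyme, purified / Medium: HEPES buffer pH 7.1 with ZnSO4 and Brij 35 / Doses: single dose, 5.6 µM / Times: 25 °C, 15 min preincubation, 25 min reaction / Detection: Epi-absorbance via hydrolysed-nitrocefin quenching of white-plate fluorescence, 480/530 nm, EDTA stop / Evaluation: percent inhibition from optical density relative to buffer-blank wells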
# pCIP destab – p/CIP-EGFP fusion destabilizers, primary screen, fluorescence, F442A cells. 0.01% of 290,000 active. 16 h. decrease of EGFP signal, % at 10 µM;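 active = EGFP signal decrease of at least 30% at 10 µM or well 3 SD below plate mean, unless failing retest; inactive = the rest, including hits failing retest or dose response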; also: some compounds called inactive have numbers as strong as hits; many of its hits are not listed in these tables
# MEKK3 PB1 HTS – modulators of MEKK3-MEK5 PB1 binding, primary screen, biochemical, wildtype MEKK3, multiplex bead flow cytometry, Alexa488-MEK5; Mitogen-activated protein kinase kinase kinase 3 (Homo sapiens), Q99759; bead-based flow cytometry, Alexa488-MEK5 binding to MEKK3; actives lie on both sides; 0 = blocked by unlabeled MEK5, 100 = vehicle; binding response (% of control), % at 10 µM; 1.4% of 290,000 active; AID 1529, 2009;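 active = binding response more than 3 SD above or below the average of its plate-row segment, actives on both sides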;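 also: Alexa488 bead fluorescence after subtracting the streptavidin-only scavenger bead signal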
# Target sequence (Q99759 whole entry, looked up): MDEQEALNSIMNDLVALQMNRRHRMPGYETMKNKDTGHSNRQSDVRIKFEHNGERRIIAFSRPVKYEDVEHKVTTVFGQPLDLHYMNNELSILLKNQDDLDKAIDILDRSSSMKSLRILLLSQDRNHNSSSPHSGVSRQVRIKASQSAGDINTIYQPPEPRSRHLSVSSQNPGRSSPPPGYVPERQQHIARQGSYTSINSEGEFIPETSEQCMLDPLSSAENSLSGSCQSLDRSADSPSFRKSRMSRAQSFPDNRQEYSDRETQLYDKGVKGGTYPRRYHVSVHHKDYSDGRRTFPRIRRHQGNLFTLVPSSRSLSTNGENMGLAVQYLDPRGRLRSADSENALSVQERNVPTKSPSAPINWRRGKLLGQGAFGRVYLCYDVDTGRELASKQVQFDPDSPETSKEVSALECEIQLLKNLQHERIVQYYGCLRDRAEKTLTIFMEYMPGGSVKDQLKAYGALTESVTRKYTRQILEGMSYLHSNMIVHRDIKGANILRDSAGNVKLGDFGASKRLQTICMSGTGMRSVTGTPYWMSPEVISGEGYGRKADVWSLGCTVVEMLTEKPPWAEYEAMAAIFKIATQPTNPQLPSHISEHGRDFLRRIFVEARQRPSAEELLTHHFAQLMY
# PHOSPHO1 block – PubChem AID 1565; Phosphoethanolamine/phosphocholine phosphatase (Homo sapiens), Q8TCT1; recombinant PHOSPHO1, absorbance phosphatase assay; inhibition, % at 13.3 µM; 1.1% of 290,000 active; in the data active = inhibition above about 60%
# Target sequence (Q8TCT1 whole entry, looked up): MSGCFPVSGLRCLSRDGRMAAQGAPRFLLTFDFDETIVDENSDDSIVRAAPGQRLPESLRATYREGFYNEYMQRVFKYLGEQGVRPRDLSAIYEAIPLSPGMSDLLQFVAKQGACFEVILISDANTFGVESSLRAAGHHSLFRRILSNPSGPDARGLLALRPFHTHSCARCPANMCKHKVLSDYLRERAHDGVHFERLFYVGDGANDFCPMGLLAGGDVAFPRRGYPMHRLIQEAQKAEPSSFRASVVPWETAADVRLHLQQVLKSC
# VIM-2 inhibitor – VIM-2 metallo-beta-lactamase inhibitors, primary screen, biochemical, epi-absorbance readout, Pseudomonas aeruginosa enzyme; 0.89% of 290,000 active; purified VIM-2, nitrocefin hydrolysis, epi-absorbance fluorescence; AID 1527, 2009; inhibition, % at 5.6 µM;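 active = inhibition above the mean of all tested compounds plus 3 SD, cutoff set per screening run, cut at about 7.5% in these data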;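 also: red hydrolysis product quenches plate fluorescence so inhibitors raise well fluorescence; 0% = enzyme with DMSO and 100% = DMSO without enzyme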
# FID counter – compounds displacing fluorescent DNA intercalator, primary screen, artefact control for HCV NS3 helicase inhibitor project, biochemical, FID fluorescence | DNA fluorescent intercalator displacement | inhibition, % at 7.9 µM | 0.17% of 290,000 active; in the data active = inhibition above about 37%;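 also: 0% = vehicle and 100% = reference compound; higher means more ethidium bromide displaced from hairpin DNA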
# * marks the source's active call; other numbers are inactive results; i = inactive; · = not tested or not shown; & = joins results of further samples; ! = repeats disagree; [ ] = remark or other dose. Only part of the results is shown. The share of hits here may be higher or lower than overall.
SMILES,IDE cell activ,NS3 helicase inh,UBC9 SUMO inh,IMP-1 inhibitor,pCIP destab,MEKK3 PB1 HTS,PHOSPHO1 block,VIM-2 inhibitor,FID counter
CNC(C(=O)c1ccccc1)C(OC(C)C)c1ccc(Cl)cc1 (centres undefined),8,-18,-17,-3.4,-7,105,33,-3.0,26
CCCCC1C(=O)NC(=S)NC1=O,·,-3,-4,-2.5,3,124,-37,-5.5,1
COc1ccc(/C=C2/C(=O)NC(=O)N(Cc3ccco3)C2=O)cc1,·,25,47,-3.4,-21,103,32,-2.7,-14
O=C(NCc1cccnc1)NC1CCCCC1,3,2,32,-1.2,-18,100,-26,-1.8,0
CCC1=Nc2cc(C(=O)N3CCC4(CC3)OCCO4)ccc2Sc2ccc(C)cc21,7,21,-13,-4.4,1,99,24,-3.4,-50
CCCc1nnc(NC(=O)CCC(=O)N2CCC3(CC2)OCCO3)s1,2,1,12,-1.5,-9,84,36,0.6,-14
CNC(=O)Oc1ccc2c(c1)C(=O)c1ccccc1CO2,7,-5,40,-1.9,-2,104,13,-0.2,0
CCOC(=O)C1=C(C)OC(N)=C(C(=O)OCC)C12C(=O)Nc1ccc(Br)cc12 (centres undefined),4,-8,-7,-1.8,-11,81,-34,0.3,-34
Cc1ccccc1N1C(=O)CC(=O)NC1=O,0,5,5,-4.0,11,102,-12,-1.6,-7
O=C1NC(=O)N(Cc2ccccc2)C(=O)/C1=C/c1cnn(-c2ccccc2)c1,·,6,26,-3.3,3,100,-20,-2.2,-12
Cc1cc(OC(=O)N(C)C)nc(SCc2c(Cl)cccc2Cl)n1,1,-9,-13,-2.8,-3,99,21,-1.8,-29
Cc1nonc1OCCNc1ccc([N+](=O)[O-])c2cccnc12,3,0,32,-3.9,-4,94,-11,0.3,-1
CCCNC(=O)c1c(N)n(Cc2ccc3c(c2)OCO3)c2nc3ccccc3nc12,0,13,75,-2.0,-14,95,-10,-2.4,-6
CCOCCCn1c(N)c(C(=O)Nc2sc3c(c2C(=O)OC)CCCC3)c2nc3ccccc3nc21,-9,22,99,-3.3,-60,106,28,-4.6,-13
Cc1cc(N2CCCCC2)ccc1C=C1C(=O)N(C)C(=S)N(C)C1=O,3,10,17,7.4*,0,90,-11,4.0,-11
Cc1ccc(CN2CCN(Cc3ccccc3F)CC2)cc1,5,-4,-12,-0.7,6,99,-51,-3.8,10
Cc1ncc(CN2CCCC(C(=O)c3ccc(C(C)(C)C)cc3)C2)s1 (centres undefined),-3,-13,12,-2.6,-20,104,48,-2.6,0
C=C1C(=O)O[C@@H]2C[C@@H](C)[C@@H]3C=CC(=O)[C@@]3(C)[C@@H](O)[C@H]12,6,·,26,·,-38,95,13,·,·
Cc1cc(C)cc(OCCOc2cccc(C=C3C(=O)NC(=O)NC3=O)c2)c1,-2,25,11,-0.7,-14,109,19,-2.6,-1
CN(C)C(=O)Oc1noc2cc(Cl)ccc12,2,-13,10,-3.9,-18,89,34,-2.4,1
CCN1C(=O)C(=C/C=C/c2ccco2)C(=O)N(CC)C1=S,-17,39*,18,5.8*,-6,86,-16,-3.9,-19
Brc1cccc(CNCCc2ccc3c(c2)OCO3)c1,0,-4,-15,0.4,0,101,5,0.7,11
Cc1cc(=O)oc2cc(OCC(=O)N3CCN(Cc4ccc5c(c4)OCO5)CC3)ccc12,9,12,-13,-0.3,-1,100,17,9.7*,-3
O=C1NC(=O)C(CCc2ccncc2)(C2CCCCC2)C(=O)N1,1,6,-7,-2.4,-14,·,-42,-0.9,1
CN(N)N=Nc1nc2c([nH]1)c(=O)n(C)c(=O)n2C,-2,4,6,-3.4,-6,102,33,-4.1,1
C[N+]1(C)C2CCC1CC(OC(=O)c1ccccc1)C2 (centres undefined),0,1,21,-0.6,-5,65,13,0.0,1
C[N+]1(C)[C@@H]2CC[C@H]1CC(OC(=O)C(c1ccccc1)c1ccccc1)C2 (some centres undefined),-1,0,-10,-1.6,10,94,5,-1.3,7
CC(C)N(Cc1ccco1)/N=C/c1c(O)n(Cc2ccccc2)c(=O)[nH]c1=O,7,-2,0,3.3,11,96,15,-0.6,-18
CCOC(=O)C1=C(N)Oc2cc(C)oc(=O)c2C12C(=O)N1c3c(cccc32)C(C)CC1(C)C (centres undefined),0,-4,-9,-2.0,-9,98,12,-2.3,-26
Cc1ccccc1N1C(=O)NC(=O)/C(=C/c2ccc(N3CCOCC3)o2)C1=O,-11,10,2,-3.1,-102,99,23,-3.1,-18
CC12CN3CC(C)(CN(C1)C3c1cccs1)C2=O (centres undefined),0,15,-1,-3.0,-5,88,51,-3.5,2
O=C(NCCN1CCOCC1)c1ccc(Cl)nc1Cl,-3,5,27,-3.4,4,97,8,-4.8,3
Cc1ccc2c(c1)N(C(C)C(=O)N1CCC3(CC1)OCCO3)C(=O)CO2 (centres undefined),1,3,4,-4.5,-7,101,-9,-1.6,-10
COC(=O)[C@@H]1[C@@H](C(=O)OC)C2(c3ccccc3-c3ccccc32)N(c2ccc(Cl)cc2)N1C#N,3,-2,1,0.3,-6,85,3,-1.8,-16
CCCCn1c(O)c(C(CC)=NCc2ccco2)c(=O)[nH]c1=O,-3,2,-3,-1.2,-4,99,4,-1.4,-8
CCC(=O)c1cc(F)c(N2CCN(CC)CC2)cc1C,7,-1,7,-2.4,-2,105,-12,0.1,-1
c1ccc2c(CN3CCCCCC3)c[nH]c2c1,1,-10,-19,-0.3,6,94,-3,0.6,10
O=C(NC(Cc1ccccc1)C(=O)N1CCC2(CC1)OCCO2)C1CCCCC1 (centres undefined),1,1,21,-1.2,-2,98,32,0.2,-22
CCN1/C(=C\C=C\C2=[N+](CC)c3ccccc3C2(C)C)C(C)(C)c2ccccc21,-95,-28,18,5.5*,-672,·,2,5.4,i
CCCC(=O)NC(Oc1ccc(OC)cc1)C(Cl)(Cl)Cl (centres undefined),-1,-5,-2,-1.2,-21,103,41,-1.4,-5
Cn1c[n+](C)cc1C(O)c1ccccc1 (centres undefined),-5&3,1&8,-14&9,-1.6&-1.3,-3&-10,101&99,96*!,-4.3&-3.4,2&0
COC(=O)CC1=C(C(=O)OC)C2(C(=O)N(C)c3ccccc32)C(C#N)=C(N)O1 (centres undefined),2,-2,25,-2.7,5,112,-2,-3.8,-5
CC(C)(C#CC(=O)O)OOC(c1ccccc1)(c1ccccc1)c1ccccc1,-2,9,15,-2.7,1,107,33,-2.2,-3
CCN1CCN(C(=O)Cc2c(C)n(C(=O)c3ccc(Cl)cc3)c3ccc(OC)cc23)CC1,-1,-67,-4,-2.7,-4,97,6,-1.3,10
C[C@@H]1O[C@@H](O[C@H]2C[C@@H](O)[C@]3(CO)[C@H]4[C@H](O)C[C@]5(C)[C@@H](C6=CC(=O)OC6)CC[C@]5(O)[C@@H]4CC[C@]3(O)C2)[C@H](O)[C@H](O)[C@H]1O,8,7,-8,-1.6,1,104,8,-0.2,-3
Cc1cc(N2CCN(C)CC2)nc2ccccc12,-6,-1,-9,-1.3,-7,102,18,-0.6,0
BrCC1C[n+]2c(SCc3ccccc3)nc3sc4c(c3c2O1)CCCC4 (centres undefined),1,-4,15,-4.1,-6,99,-16,-0.6,36
O=P(Nc1cccc(F)c1)(Oc1ccccc1F)Oc1ccccc1F,2,-14,-22,-3.1,7,90,-3,-1.5,-20
CCOC(=O)c1cc(C)sc1/N=C/C1C(=O)NC(=S)NC1=O,-1,3,8,-1.3,9,102,23,0.1,-2
COC(=O)C(C)Oc1cc(C)cc2oc(=O)c3c(c12)CCCC3 (centres undefined),1,4,24,-1.6,-2,103,-17,9.9*,-16
O=P(NS(=O)(=O)c1ccc(Br)cc1)(Oc1ccccc1)Oc1ccccc1,5,3,0,-3.7,6,100,6,-3.5,-19
CC(C)(C)c1ccc(O)c(N=Cc2c(O)ccc3ccccc23)c1,5,35,10,-0.2,-6,100,·,-0.8,-15
CC(=O)N1CC(=O)Nc2ccc(Cl)cc2C1c1ccccc1 (centres undefined),-1,8,12,-0.8,-6,96,20,-1.0,-13
O=C1CC(N2CC=C(c3ccccc3)CC2)C(=O)N1c1ccc(F)cc1 (centres undefined),4,7,-11,-0.2,6,92,42,1.2,-7
CCN1CCN(S(=O)(=O)c2ccc(Cl)nc2)CC1,6,5,-2,-2.2,-8,105,20,-2.4,6
CC1CCN(CC(=O)c2cccc(C(F)(F)F)c2)CC1,4,12,-11,-1.0,9,102,-17,0.4,0
O=c1[nH]c(=O)n(Cc2ccccc2Cl)c(O)c1C=Nc1ccc(F)cc1,5,1,12,0.6,-4,100,-20,-0.2,3
COc1ccc(OC)c([C@@H](O)[C@H](C)NC(C)(C)C)c1,4,-4,8,0.5,5,82,6,-1.2,-3
CC1CCC(C)(NS(=O)(=O)OCC(Cl)(Cl)Cl)CC1 (centres undefined),5,-5,4,0.0,-3,102,4,-1.1,-17
CN1C(=O)C(Cc2c[nH]c3ccccc23)C(=O)N(C)C1=O,·,5,25,-5.3,-6,·,-7,0.1,-10

# 2 records picked at random from those above:
SMILES,IDE cell activ,NS3 helicase inh,UBC9 SUMO inh,IMP-1 inhibitor,pCIP destab,MEKK3 PB1 HTS,PHOSPHO1 block,VIM-2 inhibitor,FID counter
CCOC(=O)c1cc(C)sc1/N=C/C1C(=O)NC(=S)NC1=O,-1,3,8,-1.3,9,102,23,0.1,-2
CCN1CCN(S(=O)(=O)c2ccc(Cl)nc2)CC1,6,5,-2,-2.2,-8,105,20,-2.4,6

# Next compounds follow:
SMILES,IDE cell activ,NS3 helicase inh,UBC9 SUMO inh,IMP-1 inhibitor,pCIP destab,MEKK3 PB1 HTS,PHOSPHO1 block,VIM-2 inhibitor,FID counter
ON1C2CCCCC2N(O)C1c1ccccc1 (centres undefined),5,-6,8,-3.4,-12,22*[inhibitor],7,-3.8,-5
COc1cccc(C(=O)C2CCCN(Cc3ccc(F)cc3)C2)c1 (centres undefined),1,-4,9,-2.2,-11,103,8,-1.9,-2
CCOC(=O)c1ccc(N=C(c2ccccc2)c2c(O)n(C)c(=O)n(C)c2=O)cc1,-2,6,18,-3.0,-11,88,8,-1.0,-8
COc1cccc(C(=O)C2CCCN(Cc3ccc4nsnc4c3)C2)c1 (centres undefined),-1,-8,10,0.3,-10,103,22,-0.3,7
COP(=O)(C#Cc1ccccc1)C(O)c1ccc(Br)cc1 (centres undefined),4,-5,14,-4.5,-8,109,14,-1.8,-21
CN1C(=O)c2ccccc2NC(=O)[C@]12O[C@@H]2c1ccccc1,6,3,8,-2.8,3,109,8,-1.8,0
